Source: PubChem BioAssay (several laboratories)
West Nile antiviral: West Nile virus antiviral activity, cell-based, CPE readout (AID 1621). 290,000 compounds, 0.02% hits. CPE inhibition, % at 10 µM; hits with a dose series show IC50 in µM. West Nile virus-infected cells, CPE inhibition; higher % means a stronger effect; in the data active means a potency from the dose series; inconclusive means CPE inhibition mostly from about 3.7% at the one dose, without a potency; inactive means the rest, 99 in 100 with CPE inhibition below about 2.2%; further: strong numbers were not always called active
RSV antiviral HEp-2: inhibition of RSV-induced cytopathic effect – HEp-2 cells, primary 10 µM value included (AID 2391); HEp-2 cells, RSV-induced CPE inhibition; higher % means a stronger effect; one-dose CPE inhibition, % at 10 µM; IC50 in µM for titrated hits; 310,000 compounds, 0.13% hits; in the data active means a potency from the dose series; inconclusive means CPE inhibition mostly from about 23% at the one dose, without a potency; inactive means the rest, 99 in 100 with CPE inhibition below about 21%; further: strong numbers were not always called active
Large T inhibition: SV40 large T antigen inhibitors, biochemical (AID 1903) | SV40 large T antigen ATPase/helicase inhibition assay; higher % means a stronger effect | 310,000 compounds, 0.39% hits | inhibition, % at 20 µM; hits with a dose series show IC50 in µM; in the data active means a potency from the dose series; inconclusive means inhibition mostly from about 32% at the one dose, without a potency; inactive means the rest, 99 in 100 with inhibition below about 32%; further: strong numbers were not always called active
Salmonella PhoP GFP: PhoP-dependent GFP reporter repression – Salmonella Typhimurium, primary screen (AID 1863); S. Typhimurium PhoP-regulated promoter GFP reporter, 4 h; higher % means a stronger effect; inhibition, % at 50 µM, or IC50 in µM where a hit was titrated; 300,000 compounds, 0.16% hits;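 active means inhibition over 29.93%, a cutoff 3 SD above the screen mean, later confirmed by dose response; inconclusive means inhibition over 29.93% but no dose response follow-up; inactive means inhibition at most 29.93% or unconfirmed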;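 further: 0% = low Mg2+ inducing control and 100% = high Mg2+ repressing control; strong numbers were not always called active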
NTR1 ag: agonists of NTR1, primary screen, imaging, U2OS cells, beta-arrestin-GFP, high content (AID 493036); 330,000 compounds, 0.17% hits; NTR1-U2OS beta-arrestin-GFP spot imaging, agonist mode; activation, % at 20 µM; P30989;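 active means activation at or above 40% of the spot to cytoplasm intensity ratio, with at least 20 cells analyzed; inconclusive means wells under 20 cells, flagged as cytotoxic or low count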;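 further: 0% = DMSO without peptide and 100% = 100 nM NTR1 peptide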
Target sequence (P30989 whole entry, looked up): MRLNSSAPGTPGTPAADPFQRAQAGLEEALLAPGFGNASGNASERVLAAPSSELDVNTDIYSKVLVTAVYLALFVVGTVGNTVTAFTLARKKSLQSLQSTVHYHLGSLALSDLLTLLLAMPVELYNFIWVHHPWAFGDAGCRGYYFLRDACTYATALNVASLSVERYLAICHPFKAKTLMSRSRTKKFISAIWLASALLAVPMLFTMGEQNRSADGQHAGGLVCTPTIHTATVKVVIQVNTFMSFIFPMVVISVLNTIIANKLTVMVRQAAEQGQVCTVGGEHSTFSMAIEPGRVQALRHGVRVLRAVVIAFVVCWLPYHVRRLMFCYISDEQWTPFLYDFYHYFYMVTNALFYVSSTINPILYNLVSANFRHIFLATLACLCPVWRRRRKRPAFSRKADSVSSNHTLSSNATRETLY
UTI89 phage lysis: inhibition of K1F phage lysis, E. coli UTI89, bacterial capsule biogenesis inhibitors, alamar blue (AID 488966). E. coli UTI89 K1F phage lysis, alamar blue, 2 h; higher % means a stronger effect. inhibition, % at 100 µM, or IC50 in µM where a hit was titrated. 340,000 compounds, 0.02% hits;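 active means phage lysis inhibition, versus mean bacterial control, above a set limit; inconclusive means no clear call, values can overlap the other calls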;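 further: capsule biogenesis inhibitors block K1F phage lysis so surviving cells raise fluorescence; higher fluorescence means more inhibition of phage lysis; actives were called in the ten point dose series up to 300 µM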
T cell HTS: T cell immune modulators affecting CD8 T cell-vesicle binding; 2C CD8+ T cell-vesicle binding, flow cytometry; hits give low values; calls only at 7 µM; 330,000 compounds, 0.068% hits; AID 2052;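 active means response, share of CD8 T cells binding vesicles, and their 90th percentile fluorescence all below set limits, cut at about 80% in these data, passing the limit was not always enough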
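Test system: purified 2C TCR transgenic mouse naive CD8+ T cells. Probe or stimulus: QL9-peptide-loaded Drosophila micro-vesicles bearing Ld, ICAM-1 and B7-1. Incubation: binding step 1.5 h, 37 °C, antibody labelling 20 min, ice. Measured by: flow cytometry of vesicle-bound cells.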
NS5 inhibitors: flavivirus cap methylation enzyme inhibition – biochemical, confirmation dose response, primary screen (AID 588689); inhibition, % at 25 µM, or IC50 in µM where a hit was titrated; Dengue-2 NS5 methyltransferase capping enzyme assay, biochemical; higher % means a stronger effect; 340,000 compounds, 0.3% hits; in the data active means a potency from the dose series; inconclusive means inhibition above about 29% without an active follow-up result
Rac1 GTP hydrolysis: MgcRacGAP GTPase-activating activity inhibitors, confirmation, biochemical, ADP Hunter fluorescence. MgcRacGAP-stimulated Rac1 GTP hydrolysis, ADP Hunter fluorescence; higher % means a stronger effect; GST-tagged Rac1 F28L mutant substrate. inhibition, % at 30 µM, or IC50 in µM where a hit was titrated. 340,000 compounds, 0.6% hits. AID 624330;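 active means first-screen hits whose inhibition reached a set limit at any dose in the follow-up dose series; inconclusive means inhibition above the set first-screen limit but never retested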;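 further: fluorescence reports GDP produced by GAP-driven GTP hydrolysis; strong numbers were not always called active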
T cell HTS vesicle-bound %: further read-out of T cell HTS, marked with its call; double positive events, %; measured here: CD8+ vesicle-bound cell fraction;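 binding gate set so that unloaded-vesicle control wells show 10% double positive cells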
NTR1 ag cell count 20 µM: recorded beside NTR1 ag, whose call it bears; cell count; measured here: cell count, cytotoxicity flag
An asterisk follows results filed as active; i = inactive; ? = inconclusive; . = no result given; [ ] = remark or other dose. Random draw from the library; 1.5% or so of the library scored in one or more.

SMILES	West Nile antiviral	RSV antiviral HEp-2	Large T inhibition	Salmonella PhoP GFP	NTR1 ag	NTR1 ag cell count 20 µM	UTI89 phage lysis	T cell HTS	T cell HTS vesicle-bound %	NS5 inhibitors	Rac1 GTP hydrolysis
Cc1cc(C)c2nc(NNC(=O)c3ccc(S(=O)(=O)N4CCc5ccccc5C4)cc3)sc2c1	?	-0.5%	2.2%	57.9%	7.4	53	1.8%	i	48.4	-3.5%	13.4%
CCOC(=O)c1cnc(SC)nc1N1CCCC1	-0.8%	2.7%	3.4%	-12.9%	-0.7	23	0.7%	i	23.6	-4.7%	-0.8%
COc1ccccc1N1CCN(C(=O)Nc2ccc([N+](=O)[O-])cc2)CC1	-0.8%	?	2.2%	1.2%	-0.3	61	3.6%[50 µM]	i	26.0	-8.9%	7.9%
COc1cccc(N2C(C(C)=O)=NN(c3ccccc3)C2c2ccc(N3CCOCC3)cc2)c1 (stereo not given)	-1.2%	1.9%	-0.1%	12.1%	-0.4	54	2.1%	i	41.4	-4.0%	1.6%
COc1cc(/C=N/NC(=O)c2ccncc2)ccc1Oc1ccc([N+](=O)[O-])cn1	0.2%	2.6%	6.6%	-1.3%	1.0	50	-0.5%	i	31.8	-5.9%	2.6%
Cc1cccc(CCNC(=O)C2CCCN(c3cnccn3)C2)c1 (stereo not given)	-0.8%	0.5%	11.6%	-12.2%	1.2	65	0.1%	i	12.0	-6.2%	2.6%
Cc1ccc(C(=O)N/N=C/c2c[nH]c3ccccc23)o1	-0.4%	1.9%	14.4%	-0.8%	-1.0	37	-0.4%	i	23.7	-4.1%	7.6%
Cc1ccccc1S(=O)(=O)Nc1nc2ccccc2nc1N1CCOCC1	0.4%	1.4%	-0.4%	-3.4%	1.6	47	0.2%	i	15.6	4.1%	11.6%
C=C(C)C1CC=C(C)/C(=N/NC(=O)CNc2ccc(OCC)cc2)C1 (stereo not given)	-0.4%	4.7%	12.0%	-5.3%	1.6	93	6.8%	i	38.2	-4.8%	13.0%
O=C(Nc1cccnc1)c1ccc2c(c1)OCO2	0.6%	1.4%	-7.6%	-7.7%	1.6	64	0.2%	i	43.3	3.2%	14.1%
O=C(OCc1nc2scc(-c3ccccc3)c2c(=O)[nH]1)c1cc([N+](=O)[O-])ccc1Cl	0.8%	?	11.2%	-12.7%	19.9	50	4.7%	i	40.5	0.0%	3.0%
Cn1c(=O)c(=O)n(C)c2cc(S(=O)(=O)CCC(=O)Nc3cccc(C(F)(F)F)c3)ccc21	-1.0%	0.1%	6.3%	-0.3%	0.8	73	0.5%	i	39.6	-1.7%	9.6%
CCC(CC)C(=O)Nc1nnc(S(=O)(=O)N2CCCC2)s1	-0.2%	1.8%	.	.	-0.8	55	0.3%	i	28.7	-4.1%	-0.6%
COc1ccc2c(CCNC(=O)c3ccco3)c[nH]c2c1	.	-0.4%	21.0%	5.2%	0.3	44	0.2%	i	29.7	-6.2%	9.1%
O=C(c1cc(-c2cccc(O)c2)on1)N1CCCC1	-0.3%	-0.4%	7.3%	-5.3%	-1.0	50	-0.4%	i	28.5	-12.2%	6.0%
CN(C)c1ccc([N+](=O)[O-])cc1C(=O)O	0.4%	-0.2%	0.6%	13.4%	-1.2	76	0.3%	i	62.8	1.3%	4.4%
CC(=O)N(C)c1ccc(NC(=O)C(F)(F)F)cc1	-0.5%	-1.0%	7.7%	3.3%	-0.9	36	0.0%	i	30.4	-3.5%	3.4%
Cc1ccc(F)cc1CNC(=O)C1CCC(=O)N(C2CC2)C1 (stereo not given)	0.0%	1.3%	3.8%	1.0%	-1.1	47	0.3%[50 µM]	i	46.2	-8.1%	-2.2%
Cc1cc(C)nc(-n2nc(C)cc2Nc2ccccc2)n1	-0.3%	1.9%	-4.5%	7.5%	2.3	57	0.2%	i	33.5	-2.1%	9.8%
Cc1ccccc1-c1nnc(SCCOc2ccc3c(C)cc(=O)oc3c2)o1	-0.4%	11.4%	2.9%	0.6%	5.2	46	0.0%	i	53.0	-5.6%	10.5%
O=C(Nc1cccc(Cl)c1Cl)c1cc(S(=O)(=O)NCCc2ccccc2)ccc1F	-1.6%	0.3%	4.5%	2.0%	6.3	46	4.1%	i	49.2	-1.5%	3.8%
O=C(COC(=O)Cn1cnc2ccccc21)Nc1cccc(S(=O)(=O)N2CCOCC2)c1	-0.2%	2.4%	9.0%	0.7%	-0.5	52	-0.5%	i	58.3	-2.2%	7.4%
CC(=O)c1ccc(-c2cccs2)s1	-0.2%	4.3%	1.9%	3.7%	-0.6	44	-0.3%	i	32.8	-13.2%	4.2%
CC(CCC(=O)O)C1CCC2C3CCC4C[C@H](O)CCC4(C)C3CC(=O)C12C (stereo not given in full)	-0.5%	-3.0%	2.5%	4.8%	-0.6	91	-0.4%	i	23.4	3.9%	-4.8%
COc1ccc(NC(=O)C2CCN(S(=O)(=O)c3ccc4c(c3)NC(=O)C(C)S4)CC2)cc1 (stereo not given)	0.6%	1.8%	16.1%	2.1%	0.8	71	1.1%	i	54.2	-0.9%	9.7%
CCc1ccc(NC(=S)NC(=O)CC(C)C)cc1	-1.4%	4.5%	16.6%	-10.9%	-1.7	82	0.0%	i	61.8	-14.4%	16.7%
COC(=O)CC(NC(=O)Nc1ccccc1F)c1ccc2c(c1)OCO2 (stereo not given)	-0.3%	1.4%	16.7%	16.9%	-1.8	86	-0.1%	i	52.4	-0.7%	6.8%
CCOC(=O)C1CCN(C(=O)COC(=O)c2cc(-c3cccs3)nn2-c2ccccc2)CC1	.	0.9%	27.3%	6.2%	0.6	58	0.6%[50 µM]	i	39.7	2.2%	1.7%
NC(=O)N(N)c1nc(N2CCCC2)nc(N2CCCC2)n1	.	0.6%	.	.	-0.1	69	0.6%[50 µM]	i	22.2	-19.9%	1.1%
COc1ccc(C2=CC(c3ccc(OC)c(OC)c3)NC(=S)N2)cc1 (stereo not given)	-0.9%	3.5%	13.8%	-29.4%	0.1	56	7.8%	i	50.0	26.0%	17.8%
CCOC(=O)C1=C(C)OC(N)=C(C#N)C1c1cncc(-c2ccc(F)cc2)c1 (stereo not given)	-0.6%	1.2%	17.1%	-7.4%	1.5	45	6.2%	i	41.8	-14.7%	2.2%
COC(=O)C1N[C@@H]([C@@H](NC(=O)COc2ccccc2)C(=O)NCc2ccc(OC)cc2)SC1(C)C (stereo not given in full)	-0.2%	-0.7%	3.9%	.	0.6	55	1.0%	.	.	-9.6%	7.1%
O=C(CCc1ccccc1)NCCSCc1c(F)cccc1Cl	0.1%	1.6%	13.6%	-10.1%	0.8	56	3.6%	i	37.1	0.7%	10.6%
Cc1c(C(=O)N2CCOCC2)sc2ncn(CC(=O)N3CCC(C)CC3)c(=O)c12	-0.1%	0.7%	0.8%	-7.5%	-1.1	37	0.2%	i	55.7	-8.9%	4.2%
CCCn1c(SCC(=O)Nc2ccc(F)c(Cl)c2)nc(O)cc1=O	.	.	.	.	1.1	56	0.0%[50 µM]	i	4.3	-6.6%	5.4%
CC1(C)Cc2nc3oc4c(=O)n(CC(=O)Nc5ccccc5)cnc4c3cc2CO1	0.2%	3.0%	-0.3%	-5.9%	-1.0	76	1.8%	i	61.5	.	-1.0%
COC(=O)c1cn(NC(=O)CCC2CCCC2)c(=O)c2ccccc12	-0.3%	0.8%	16.3%	4.1%	2.0	78	-0.1%	i	21.6	1.6%	-4.2%
CCC(C)[C@@H](CN)NCC1(c2ccccc2)CC1 (stereo not given in full)	.	-1.0%	.	.	0.6	59	1.9%	i	39.6	-11.2%	5.1%
CCN1CCN(CCCNC(=O)c2ccc3c(=O)n(CCc4ccccc4)c(=O)[nH]c3c2)CC1	-0.1%	-1.3%	6.6%	-4.5%	14.0	61	0.0%	i	27.4	-3.2%	2.2%
O=C(O)c1nn(CC(=O)N2CCN(c3ccccc3)CC2)c(=O)c2ccccc12	-0.6%	0.8%	2.9%	-2.1%	0.5	62	2.7%	i	49.6	-4.2%	7.3%
Cc1ccc(C)c(-c2nn(-c3cc(N4CCN(CCO)CC4)ccc3[N+](=O)[O-])c(=O)c3ccccc23)c1	0.1%	17.4%	10.1%	9.4%	19.2	59	8.7%	i	32.0	-5.6%	8.4%
O=C(c1ccco1)N1CCN(Cc2cn[nH]c2-c2ccc(F)cc2F)CC1	-0.1%	1.9%	2.4%	-5.7%	0.0	74	1.6%	i	53.9	.	-5.6%
c1ccc(C2[C@H]3CN(Cc4cccnc4)[C@H](c4ccccc4)C34CC2(c2cccnc2)C4)cc1 (stereo not given in full)	-0.3%	1.0%	5.8%	-4.0%	9.0	94	-0.9%	i	5.0	-7.9%	6.5%
Cc1c(Cc2ccccc2)c(=O)oc2c(C)c(OCC(=O)Nc3ccc(C#N)cc3)ccc12	-0.2%	1.4%	-4.0%	-5.5%	1.2	87	2.5%[50 µM]	i	40.4	4.5%	7.4%
CCOc1ccccc1C(=O)NC(C)c1ccc2c(c1)OCO2 (stereo not given)	0.3%	2.3%	0.0%	-3.8%	-1.3	59	3.0%	i	26.4	-1.4%	7.8%
CCc1ccc(-n2c(SCC(=O)Nc3cccc(S(=O)(=O)NC4=NCCCCC4)c3)nc3ccccc3c2=O)cc1	-0.1%	1.9%	-8.5%	2.5%	0.3	46	-0.4%	i	45.8	-2.2%	-0.5%
O=C(NC1CCN(S(=O)(=O)c2ccc(F)cc2)CC1)c1ccccc1	-0.4%	0.6%	5.5%	-0.2%	0.6	58	0.1%	i	51.4	-3.9%	6.8%

Pulled by compound from above:
SMILES	West Nile antiviral	RSV antiviral HEp-2	Large T inhibition	Salmonella PhoP GFP	NTR1 ag	NTR1 ag cell count 20 µM	UTI89 phage lysis	T cell HTS	T cell HTS vesicle-bound %	NS5 inhibitors	Rac1 GTP hydrolysis
O=C(NC1CCN(S(=O)(=O)c2ccc(F)cc2)CC1)c1ccccc1	-0.4%	0.6%	5.5%	-0.2%	0.6	58	0.1%	i	51.4	-3.9%	6.8%
Cc1ccc(C)c(-c2nn(-c3cc(N4CCN(CCO)CC4)ccc3[N+](=O)[O-])c(=O)c3ccccc23)c1	0.1%	17.4%	10.1%	9.4%	19.2	59	8.7%	i	32.0	-5.6%	8.4%
